From PubChem BioAssay
aDG glyco act = alpha-DG glycosylation activation | hit rate 0.22% among 360,000 | Pro5-aDG cells, alpha-DG glycosylation AlphaScreen (IIH6); 0% Pro5, 100% B10-LARGE cell signal | activation, % at 10 µM | AID 624168;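 active = activation of at least 8% versus controls, or a plate z-score of at least 8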;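 also: Pro5 are CHO cells carrying HIG-tagged alpha-DG that lacks glycosylation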
TLR9-MyD88 block = TLR9-MyD88 interaction inhibition; Q9NR96+Q99836; CHO BLA complementation TLR9-MyD88, CCF4 FRET ratio; inhibition, % at 4.98 µM; hit rate 0.21% among 340,000;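 active = inhibition above the mean over all tested compounds plus 3 SD, cut at about 21% in these data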;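 also: 0% = DMSO only wells and 100% = clavulanate BLA inhibitor control wells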
Target sequence (Q99836 whole entry, looked up): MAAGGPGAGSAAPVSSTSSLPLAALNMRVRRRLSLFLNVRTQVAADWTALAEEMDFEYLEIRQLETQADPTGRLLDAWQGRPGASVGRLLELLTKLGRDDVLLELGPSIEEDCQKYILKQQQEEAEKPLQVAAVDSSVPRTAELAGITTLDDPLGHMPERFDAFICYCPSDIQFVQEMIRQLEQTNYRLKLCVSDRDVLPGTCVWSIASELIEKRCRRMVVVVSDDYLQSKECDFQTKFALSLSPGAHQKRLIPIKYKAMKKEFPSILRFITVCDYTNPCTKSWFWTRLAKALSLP
Target sequence (Q9NR96 whole entry, looked up): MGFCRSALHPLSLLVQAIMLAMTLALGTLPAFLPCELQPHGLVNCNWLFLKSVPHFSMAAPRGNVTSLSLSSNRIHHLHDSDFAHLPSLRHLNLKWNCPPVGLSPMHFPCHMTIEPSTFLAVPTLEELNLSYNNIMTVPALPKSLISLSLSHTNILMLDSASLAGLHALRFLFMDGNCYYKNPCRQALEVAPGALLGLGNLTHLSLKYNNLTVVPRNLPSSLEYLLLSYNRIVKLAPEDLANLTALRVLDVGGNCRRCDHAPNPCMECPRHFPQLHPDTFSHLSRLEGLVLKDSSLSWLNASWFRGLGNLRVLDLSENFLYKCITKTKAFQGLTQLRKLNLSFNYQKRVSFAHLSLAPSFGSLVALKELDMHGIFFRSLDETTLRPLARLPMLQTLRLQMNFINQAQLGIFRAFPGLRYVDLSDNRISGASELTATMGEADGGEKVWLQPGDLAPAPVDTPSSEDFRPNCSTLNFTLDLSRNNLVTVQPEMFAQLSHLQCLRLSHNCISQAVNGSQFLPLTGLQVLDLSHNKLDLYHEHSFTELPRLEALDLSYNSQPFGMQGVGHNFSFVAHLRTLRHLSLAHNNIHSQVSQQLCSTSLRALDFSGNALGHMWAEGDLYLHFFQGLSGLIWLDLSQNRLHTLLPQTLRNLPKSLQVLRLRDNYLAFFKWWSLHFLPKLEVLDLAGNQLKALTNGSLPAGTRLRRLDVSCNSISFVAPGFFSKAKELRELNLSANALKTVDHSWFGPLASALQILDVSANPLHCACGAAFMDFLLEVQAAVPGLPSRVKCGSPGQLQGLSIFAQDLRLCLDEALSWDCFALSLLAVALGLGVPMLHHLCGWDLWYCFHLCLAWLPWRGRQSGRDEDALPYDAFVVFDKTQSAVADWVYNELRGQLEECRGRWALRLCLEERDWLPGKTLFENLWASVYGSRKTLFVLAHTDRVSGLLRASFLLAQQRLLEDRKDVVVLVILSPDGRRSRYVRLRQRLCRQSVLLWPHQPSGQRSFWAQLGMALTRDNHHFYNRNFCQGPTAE
ABCB6 inh MLPCN = inhibitors of human ABC transporter ABCB6. hit rate 0.19% among 360,000. K562-ABCB6 porphyrin accumulation, flow cytometry, 1 h; hits give low values. AID 602162. fluorescence ratio to DMSO, % at 10 µM. Q9NP58;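 active = fluorescence ratio to DMSO below 75%, the collection mean minus 3 SD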;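 also: signal is porphyrin accumulated inside mitochondria; 100% equals median channel fluorescence of DMSO control wells; lower ratio means ABCB6 inhibition with less porphyrin fluorescence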
MC4R antagonist = human MC4R antagonism in cAMP assay; P32245; MC4R-expressing cells, MTII-stimulated cAMP, LANCE TR-FRET; inhibition, % at 6.5 µM; hit rate 0.48% among 360,000; AID 540295;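 active = inhibition above its plate's cutoff, the mean of tested wells on that plate plus 3 SD, cut at about 29% in these data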;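 also: 0% = Melanotan II alone and 100% = Melanotan II plus saturating MCL0020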
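Material: human MC4R-expressing U2OS cells. Probe or stimulus: Melanotan II challenge. Dosing: 6.5 µM single dose. Times: 30-min compound, 1-h challenge, 1-h detection, room temperature. Technique: TR-FRET with Eu-cAMP and labeled anti-cAMP, 671 nm. Replication: singlicate.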
N-glyco inh = blocks N-linked glycosylation in D54 reporter cells; D54 ERlucT glycosylation luciferase reporter, 24 h; percent of 100 nM tunicamycin response; reporter increase, % at 12.5 µM; hit rate 0.23% among 360,000;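 active = mean luciferase reporter signal, scaled so untreated is 0 and the glycosylation-blocking control 100, at or above a set limit in every replicate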;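 also: luciferase carries N-glycosylation sites so blocking glycosylation raises the light; 0% = median of neutral control wells and 100% = median of 100 nM tunicamycin wells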
NOD2-RIPK2 inh = NOD2-RIPK2 protein interaction inhibition. O43353. CHO BLA complementation NOD2-RIPK2, CCF4 ratio. inhibition, % at 4.98 µM. hit rate 0.38% among 360,000; in the data active = inhibition above about 21%;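 also: 0% = vehicle only and 100% = reference blocker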
ABHD5-PLIN5 inh = ABHD5-PLIN5 protein interaction inhibition. Q00G26+Q8WTS1. Split G. princeps luciferase complementation, luminescence, 4 h. inhibition, % at 4 µM. hit rate 0.78% among 360,000. AID 602281;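 active = inhibition above the mean inhibition across every tested compound plus 3 SD, cut at about 22% in these data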;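 also: 0% = DMSO only wells and the 100% control is not disclosed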
MC4R barr agon = activates human MC4R beta-arrestin recruitment; P32245; U2OS MC4R beta-arrestin complementation, luminescence; percent of melanotan II response, DMSO zero; activation, % at 8.9 µM; hit rate 0.98% among 360,000;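 active = activation above a per-plate cutoff, the mean activation of sample wells on that plate plus 3 SD, cut at about 8% in these data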
Vif inh = blocks HIV Vif function. HEK293T cells, Vif self-association by quenched fluorescence, imaging, 24 h. inhibition, % at 7.49 µM. hit rate 0.35% among 340,000. AID 602346; in the data active = inhibition above about 50%, passing the limit was not always enough; also: some results filed as inactive read as strong as hits
Exocytosis inh = blocks lytic granule exocytosis; TALL-104 LAMP-1 surface exposure, flow cytometry; cells stimulated with thapsigargin and PMA; inhibition, % at 10 µM; hit rate 0.66% among 360,000;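 active = inhibition above about 55%, limit read from the data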
Numbers without * were called inactive. This is a subset. The share of hits here may be higher or lower than overall.

Screening O=C(CSc1nnc2scc(-c3ccccc3)n12)Nc1nsc(-c2ccccc2)n1 returned aDG glyco act 0.8, TLR9-MyD88 block -6, ABCB6 inh MLPCN 97, MC4R antagonist -3, N-glyco inh 2, NOD2-RIPK2 inh -5, ABHD5-PLIN5 inh 1, MC4R barr agon -0.7, Vif inh -13 and Exocytosis inh 38.
`CC(=O)c1ccc(N2CCN(C(=O)C3CCN(S(=O)(=O)c4ccc(F)cc4)CC3)CC2)cc1` gave aDG glyco act 0.7, TLR9-MyD88 block -2, ABCB6 inh MLPCN 102, MC4R antagonist 3, N-glyco inh -3, NOD2-RIPK2 inh -2, ABHD5-PLIN5 inh -6, MC4R barr agon -1.3, Vif inh 0 and Exocytosis inh -4.
Screening COc1cccc(-c2nc(SC)nc3sc(C(=O)NC(C)(C)C)c(N)c23)c1 returned aDG glyco act -0.1, TLR9-MyD88 block 6, ABCB6 inh MLPCN 94, MC4R antagonist 4, N-glyco inh -2, NOD2-RIPK2 inh 1, ABHD5-PLIN5 inh -16, MC4R barr agon -0.2, Vif inh 21 and Exocytosis inh -2.
Screening CCCC1(CCC)NC(=O)N(CC(=O)Nc2cccc(OC)c2)C1=O returned aDG glyco act 0.1, TLR9-MyD88 block -6, ABCB6 inh MLPCN 94, MC4R antagonist -7, N-glyco inh 0, NOD2-RIPK2 inh -1, ABHD5-PLIN5 inh -8, MC4R barr agon 2.2, Vif inh 8 and Exocytosis inh -2.
For Cc1ccccc1CSc1nnc(-c2ccncc2)o1 the results were aDG glyco act 0.1, TLR9-MyD88 block 3, ABCB6 inh MLPCN 95, MC4R antagonist 7, N-glyco inh 1, NOD2-RIPK2 inh 1, ABHD5-PLIN5 inh -5, MC4R barr agon -0.9, Vif inh 8 and Exocytosis inh -1.
Screening O=C(NCCN1CCCCC1)c1cccc2c1C(=O)c1ccc(N3CCCC3)cc1S2(=O)=O returned aDG glyco act 0.0, TLR9-MyD88 block 1, ABCB6 inh MLPCN 197, MC4R antagonist -5, N-glyco inh -2, NOD2-RIPK2 inh 7, ABHD5-PLIN5 inh 7, MC4R barr agon -0.9, Vif inh 6 and Exocytosis inh -2.
For CCOC(=O)c1c(C)n(C)c2c(C)cc(O)c(OC(C)=O)c12 the results were aDG glyco act 0.6, TLR9-MyD88 block -12, ABCB6 inh MLPCN 96, MC4R antagonist 9, N-glyco inh 2, NOD2-RIPK2 inh -2, ABHD5-PLIN5 inh -5, MC4R barr agon -2.5, Vif inh 0 and Exocytosis inh -2.
For CC12CCC(C(=O)N(c3cccc(Cl)c3)C1=O)C2(C)C (configuration not stated) the results were aDG glyco act -0.1, TLR9-MyD88 block -11, ABCB6 inh MLPCN 99, MC4R antagonist 19, N-glyco inh 0, NOD2-RIPK2 inh 2, ABHD5-PLIN5 inh 0, MC4R barr agon 1.7, Vif inh 3 and Exocytosis inh -1.
For Cc1cc(C)c(S(=O)(=O)/N=C2/C=C(SCC(=O)O)C(=O)c3ccccc32)cc1C the results were aDG glyco act 12*, TLR9-MyD88 block 10, ABCB6 inh MLPCN 139, MC4R antagonist 14, N-glyco inh 9, NOD2-RIPK2 inh 6, ABHD5-PLIN5 inh -10, MC4R barr agon -3.4, Vif inh 4 and Exocytosis inh 79*.
For CC(O)(c1cccnc1)c1nc(-c2cc(F)cc(F)c2)cs1 (configuration not stated) the results were aDG glyco act 0.9, ABCB6 inh MLPCN 100, MC4R antagonist 0, N-glyco inh 0, NOD2-RIPK2 inh -4, ABHD5-PLIN5 inh -1, MC4R barr agon -2.4, Vif inh -9 and Exocytosis inh -10.
`c1ccn2c(CNc3ncnc4sccc34)nnc2c1` gave aDG glyco act -0.1, TLR9-MyD88 block 3, ABCB6 inh MLPCN 96, MC4R antagonist 0, N-glyco inh 2, NOD2-RIPK2 inh -4, ABHD5-PLIN5 inh -1, MC4R barr agon -1.1, Vif inh 14 and Exocytosis inh 0.
For CCc1ccc(-c2cc(C(F)(F)F)n3nc(C(=O)Nc4cnn(Cc5ccccc5C)c4)cc3n2)s1 the results were aDG glyco act 0.4, TLR9-MyD88 block 5, ABCB6 inh MLPCN 96, MC4R antagonist -3, N-glyco inh -1, NOD2-RIPK2 inh -5, ABHD5-PLIN5 inh 0, MC4R barr agon -0.8 and Exocytosis inh 0.
For CSc1ccc(-c2nnn(Cc3ccccn3)n2)cc1 the results were aDG glyco act -0.1, TLR9-MyD88 block 4, ABCB6 inh MLPCN 97, MC4R antagonist 10, N-glyco inh -1, NOD2-RIPK2 inh 2, ABHD5-PLIN5 inh 3, MC4R barr agon -2.1, Vif inh -4 and Exocytosis inh -1.
Cc1ccc(F)c(S(=O)(=O)NC(=O)C2(C)CCN2C(=O)C2(c3ccc(Cl)cc3)CCC2)c1 (configuration not stated) was read as aDG glyco act 0.0, ABCB6 inh MLPCN 97, MC4R antagonist 15, N-glyco inh -1, NOD2-RIPK2 inh -3, ABHD5-PLIN5 inh -5, MC4R barr agon 2.4, Vif inh 2 and Exocytosis inh 13.
For O=C(CSc1nnc(Nc2ccccc2)s1)NC1CCS(=O)(=O)C1 (configuration not stated) the results were aDG glyco act 1.0, TLR9-MyD88 block -1, ABCB6 inh MLPCN 103, MC4R antagonist 13, N-glyco inh -7, NOD2-RIPK2 inh -5, ABHD5-PLIN5 inh 0, MC4R barr agon 0.2, Vif inh 4 and Exocytosis inh 5.
Screening O=C(COC(=O)c1cc(-c2cccs2)nn1-c1ccccc1)Nc1cc([N+](=O)[O-])ccc1Cl returned aDG glyco act -0.1, TLR9-MyD88 block -16, ABCB6 inh MLPCN 100, MC4R antagonist -1, N-glyco inh 4, NOD2-RIPK2 inh 6, ABHD5-PLIN5 inh 6, MC4R barr agon 0.3, Vif inh -9 and Exocytosis inh -4.
Screening Cc1noc(NS(=O)(=O)c2ccc(NS(=O)(=O)c3ccc(Cl)cc3)cc2)c1C returned aDG glyco act 0.2, TLR9-MyD88 block -2, ABCB6 inh MLPCN 99, MC4R antagonist 1, N-glyco inh 1, NOD2-RIPK2 inh -1, ABHD5-PLIN5 inh -9, MC4R barr agon -0.9, Vif inh 18 and Exocytosis inh 2.
For Cn1nnnc1SCC(=O)Nc1ccc2c(c1)OCCO2 the results were aDG glyco act -0.4, TLR9-MyD88 block -1, ABCB6 inh MLPCN 97, MC4R antagonist 8, N-glyco inh -8, NOD2-RIPK2 inh -2, ABHD5-PLIN5 inh 3, MC4R barr agon -2.2, Vif inh 10 and Exocytosis inh 1.
For COc1ccc(/C=N/NC(=O)c2ccc3c(c2)NC(=O)C(C)(C)O3)cc1OC the results were aDG glyco act 0.0, TLR9-MyD88 block 2, ABCB6 inh MLPCN 100, MC4R antagonist -16, N-glyco inh -1, NOD2-RIPK2 inh -16, ABHD5-PLIN5 inh 1, MC4R barr agon 0.0, Vif inh 5 and Exocytosis inh -29.
For NS(=O)(=O)c1ccc(CCNC(=O)c2cccc(S(=O)(=O)N3CCc4ccccc43)c2)cc1 the results were aDG glyco act 0.0, TLR9-MyD88 block -10, ABCB6 inh MLPCN 90, MC4R antagonist 15, N-glyco inh -4, NOD2-RIPK2 inh -6, ABHD5-PLIN5 inh 5, MC4R barr agon -1.8 and Exocytosis inh 15.
`CCOc1cccc2cc(C(=O)N3CCc4ccccc43)c(=O)oc12` gave aDG glyco act 0.2, TLR9-MyD88 block -7, ABCB6 inh MLPCN 131, MC4R antagonist 5, N-glyco inh -1, NOD2-RIPK2 inh -4, ABHD5-PLIN5 inh -1, MC4R barr agon 7.2, Vif inh -6 and Exocytosis inh 6.
`O=C1N/C(=C\c2ccc(O)cc2)C(O)=C1C=NCc1ccccc1` gave aDG glyco act 0.3, TLR9-MyD88 block 11, ABCB6 inh MLPCN 94, MC4R antagonist 0, N-glyco inh 1, NOD2-RIPK2 inh 5, ABHD5-PLIN5 inh 0, MC4R barr agon -1.0, Vif inh -6 and Exocytosis inh -1.
CC(=O)N1CCN(C(=S)NCCc2ccccc2)CC1 was read as aDG glyco act 0.3, TLR9-MyD88 block 6, ABCB6 inh MLPCN 105, MC4R antagonist 10, N-glyco inh 2, NOD2-RIPK2 inh 7, ABHD5-PLIN5 inh 4, MC4R barr agon -2.0, Vif inh 4 and Exocytosis inh 0.
Screening O=C(Nc1ccccc1C(=O)N1CCOCC1)c1ccc(Cl)cc1 returned aDG glyco act -0.1, TLR9-MyD88 block 5, ABCB6 inh MLPCN 105, MC4R antagonist 0, N-glyco inh 0, NOD2-RIPK2 inh -5, ABHD5-PLIN5 inh -1, MC4R barr agon 2.2, Vif inh 4 and Exocytosis inh 0.
`O=C1[C@H]2[C@H](ON3CCCC[C@H]23)C(=O)N1c1cccc(C(F)(F)F)c1` gave aDG glyco act -0.2, TLR9-MyD88 block -6, ABCB6 inh MLPCN 114, MC4R antagonist 16, N-glyco inh 2, NOD2-RIPK2 inh -9, ABHD5-PLIN5 inh -5, MC4R barr agon -0.7, Vif inh -8 and Exocytosis inh 4.
Screening COc1ccc(N2CCN(C(=O)CN3C(=O)NC4(CCCCCC4)C3=O)CC2)cc1 returned aDG glyco act 0.2, TLR9-MyD88 block 2, ABCB6 inh MLPCN 98, MC4R antagonist 4, N-glyco inh 2, NOD2-RIPK2 inh 1, ABHD5-PLIN5 inh 2, MC4R barr agon 1.2, Vif inh 13 and Exocytosis inh -6.
CCN(C(=O)COC(=O)/C=C/c1ccccc1[N+](=O)[O-])C1CCS(=O)(=O)C1 (configuration not stated) was read as aDG glyco act 0.0, TLR9-MyD88 block 9, ABCB6 inh MLPCN 83, MC4R antagonist 6, N-glyco inh 1, NOD2-RIPK2 inh 3, ABHD5-PLIN5 inh 0, MC4R barr agon -1.5, Vif inh 12 and Exocytosis inh -1.
Screening CCOC(=O)N1CCN(C(=S)NCCOC)CC1 returned aDG glyco act -0.1, TLR9-MyD88 block -8, ABCB6 inh MLPCN 102, MC4R antagonist 7, N-glyco inh -1, NOD2-RIPK2 inh 2, ABHD5-PLIN5 inh 1, MC4R barr agon -2.6, Vif inh -1 and Exocytosis inh 1.
O=C(CS(=O)CC(=O)NC12CC3CC(CC(C3)C1)C2)Nc1ccc(F)cc1 (configuration not stated) was read as aDG glyco act -0.1, TLR9-MyD88 block -3, ABCB6 inh MLPCN 87, MC4R antagonist 2, N-glyco inh 0, NOD2-RIPK2 inh 5, ABHD5-PLIN5 inh 6, MC4R barr agon -0.1, Vif inh -3 and Exocytosis inh 0.
O=C(COc1ccccc1)NNc1nc2c(F)cccc2s1 was read as aDG glyco act 0.2, TLR9-MyD88 block -4, ABCB6 inh MLPCN 97, MC4R antagonist -4, N-glyco inh 2, NOD2-RIPK2 inh -2, ABHD5-PLIN5 inh 2, MC4R barr agon -3.6, Vif inh -2 and Exocytosis inh 0.

A portion from further up:
CC(=O)N1CCN(C(=S)NCCc2ccccc2)CC1 was read as aDG glyco act 0.3, TLR9-MyD88 block 6, ABCB6 inh MLPCN 105, MC4R antagonist 10, N-glyco inh 2, NOD2-RIPK2 inh 7, ABHD5-PLIN5 inh 4, MC4R barr agon -2.0, Vif inh 4 and Exocytosis inh 0.
Screening O=C(Nc1ccccc1C(=O)N1CCOCC1)c1ccc(Cl)cc1 returned aDG glyco act -0.1, TLR9-MyD88 block 5, ABCB6 inh MLPCN 105, MC4R antagonist 0, N-glyco inh 0, NOD2-RIPK2 inh -5, ABHD5-PLIN5 inh -1, MC4R barr agon 2.2, Vif inh 4 and Exocytosis inh 0.
